IDH1 R132H inh – human IDH1 R132H inhibition | 390,000 compounds, 0.093% hits | IDH1-R132H enzyme, NADPH consumption, diaphorase/resazurin fluorescence | Potency, µM (doses to about 76.6 µM), for the others: at the top dose activity change, negative = inhibition, usual class: inhibitors | O75874; also: potency is read from the fitted curve at half-maximal effect; % is scaled to controls: 0 for no effect and ±100 for the full control effect; nearly all actives have a fitted effect of over 65% in size
Target sequence (O75874 whole entry R132H, stated change not applied): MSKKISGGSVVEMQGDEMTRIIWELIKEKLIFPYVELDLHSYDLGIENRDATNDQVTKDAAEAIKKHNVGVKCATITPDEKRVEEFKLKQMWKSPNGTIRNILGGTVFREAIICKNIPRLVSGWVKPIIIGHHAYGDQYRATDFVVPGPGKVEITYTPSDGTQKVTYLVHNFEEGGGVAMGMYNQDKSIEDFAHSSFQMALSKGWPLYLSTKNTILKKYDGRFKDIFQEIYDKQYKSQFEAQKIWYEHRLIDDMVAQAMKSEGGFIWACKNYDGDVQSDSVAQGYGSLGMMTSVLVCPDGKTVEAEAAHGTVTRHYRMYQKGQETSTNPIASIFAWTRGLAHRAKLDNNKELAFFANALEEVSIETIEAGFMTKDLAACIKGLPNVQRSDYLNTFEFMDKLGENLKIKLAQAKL
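IDH1-R132H (0.5 ug/mL dispensed) in pH 7.5 Tris buffer was preincubated 30 min with compound, then given a substrate mix of 0.016 mM NADPH and 2 mM alpha-KG for 80 min at room temperature; remaining NADPH was read by diaphorase/resazurin fluorescence.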
TrxR1 substrate – substrates of rat thioredoxin reductase 1. O89049. purified TrxR1 substrate turnover, NADPH consumption readout. Potency, µM (doses to about 114 µM), inactives show top-dose activity change, negative = substrate turnover. 390,000 compounds, 0.01% hits. AID 588456; also: potency is read from the fitted curve at half-maximal effect; % is scaled to controls: 0 for no effect and ±100 for the full control effect; nearly all actives have a fitted effect of over 50% in size
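Rat TrxR1, dispensed at 90 nM, was prereduced with 400 uM NADPH (final) for 5 min at ~22 deg C, then incubated with compound 15 min before 400 uM selenite. A first-read NADPH fluorescence drop versus no-compound background flagged substrates.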
Pin1 inh – blocks the human prolyl isomerase Pin1; Q13526; 390,000 compounds, 0.009% hits; Pin1 FP peptide displacement, HiFluor488, 10 min; AID 504891; Potency, µM (highest dose often 115 µM), for the others: at the highest dose activity, negative = inhibition, hits mostly inhibitors; active = well fitted inhibition curve with a large enough effect in the polarisation, with a control signal flat, not every such curve was filed as active; inconclusive = small, poorly fitted or top-dose-only effect, or effect the other way, or a change in a side signal; inactive = no such curve, though single readings can be large or run the other way; the % refers to the polarisation; also: potency is read from the fitted curve at half-maximal effect; % is scaled to controls: 0 for no effect and ±100 for the full control effect
USP1-UAF1 inh – USP1/UAF1 (human) deubiquitinase inhibition; 390,000 compounds, 0.23% hits; recombinant USP1/UAF1, Ub-Rhodamine cleavage fluorescence; O94782; Potency, µM (titrated, usually from 57.1 µM), without a hit: at the highest dose activity change, negative = inhibition, hits mostly inhibitors; also: potency is read from the fitted curve at half-maximal effect; % is scaled to controls: 0 for no effect and ±100 for the full control effect; nearly all actives have a fitted effect of over 60% in size; inactives centre near -12
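High-throughput fluorogenic screen: 1nM USP1/UAF1 complex, Ub-Rho substrate 150nM final, 50mM HEPES pH 7.8 with 0.5mM EDTA, 0.1 mg/ml BSA, 1mM TCEP and 0.01% Tween-20.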
PI4K2A inh – inhibitors of human PI4K2A; Q9BTU6; purified PI4K2A, ADP-Glo luminescence, 1 h; stronger effect = lower value; activity change, negative = inhibition, % at 76.9 µM; 420,000 compounds, 0.13% hits; AID 1346378; in the data active = activity change below about -50%; inconclusive = mostly about -30% to -49%;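 also: -100% = wells without enzyme as full effect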
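PI4K2A activity was measured by ADP-Glo luminescence: enzyme (4 ug/mL stock) and phosphatidylinositol (1.2 mM stock) in Tris pH 7.5/MgCl2/EGTA/Triton X-100 buffer were reacted with ATP (300 microM stock) for one hour at ambient temperature.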
HP1b chromo inh – inhibitors of HP1-beta chromodomain binding to methylated histone tails. P83916. AlphaScreen HP1-beta / biotin-H3K9me3 peptide binding. Potency, µM (titrated, usually from 114 µM), inactives show top-dose activity change, negative = inhibition, most hits filed as inhibitors. 390,000 compounds, 0.56% hits. AID 540317; also: potency is read from the fitted curve at half-maximal effect; nearly all actives have a fitted effect of over 70% in size; inactives centre near 23
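AlphaScreen: HP1-beta (50 nM) preformed 30 min with biotin-H3(1-18)K9me3 peptide (50 nM) in PBS pH 7.4, 0.01% Tween-20. Compound added for 30 min at RT, then streptavidin donor/nickel chelate acceptor beads (10 ug/mL) for 30 min.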
rTrxR1 inhibitor – blocks rat thioredoxin reductase 1; recombinant rTrxR1, NADPH fluorescence consumption, selenite substrate; Potency, µM (highest dose often 114 µM), for the others: at the highest dose activity change, negative = inhibition, actives largely listed as inhibitors; 390,000 compounds, 1% hits; AID 588453; also: potency is read from the fitted curve at half-maximal effect; % is scaled to controls: 0 for no effect and ±100 for the full control effect; nearly all actives have a fitted effect of over 65% in size
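Rat TrxR1 (90 nM in the dispensed reagent) was pre-reduced with 400 uM NADPH for 5 min at room temperature, then incubated with compound for 15 min. After 400 uM selenite was added, NADPH fluorescence (Ex 340/Em 450 nm) was followed for 8 min.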
GLS inh – inhibitors of human glutaminase (GLS) | GLS enzymatic activity, qHTS titration | Potency, µM (top dose mostly 45.5 µM), for inactives: at the top dose activity change, negative = inhibition, usual class: inhibitors | 410,000 compounds, 0.21% hits; also: potency is read from the fitted curve at half-maximal effect; % is scaled to controls: 0 for no effect and ±100 for the full control effect
Target sequence (O94925 whole entry, looked up): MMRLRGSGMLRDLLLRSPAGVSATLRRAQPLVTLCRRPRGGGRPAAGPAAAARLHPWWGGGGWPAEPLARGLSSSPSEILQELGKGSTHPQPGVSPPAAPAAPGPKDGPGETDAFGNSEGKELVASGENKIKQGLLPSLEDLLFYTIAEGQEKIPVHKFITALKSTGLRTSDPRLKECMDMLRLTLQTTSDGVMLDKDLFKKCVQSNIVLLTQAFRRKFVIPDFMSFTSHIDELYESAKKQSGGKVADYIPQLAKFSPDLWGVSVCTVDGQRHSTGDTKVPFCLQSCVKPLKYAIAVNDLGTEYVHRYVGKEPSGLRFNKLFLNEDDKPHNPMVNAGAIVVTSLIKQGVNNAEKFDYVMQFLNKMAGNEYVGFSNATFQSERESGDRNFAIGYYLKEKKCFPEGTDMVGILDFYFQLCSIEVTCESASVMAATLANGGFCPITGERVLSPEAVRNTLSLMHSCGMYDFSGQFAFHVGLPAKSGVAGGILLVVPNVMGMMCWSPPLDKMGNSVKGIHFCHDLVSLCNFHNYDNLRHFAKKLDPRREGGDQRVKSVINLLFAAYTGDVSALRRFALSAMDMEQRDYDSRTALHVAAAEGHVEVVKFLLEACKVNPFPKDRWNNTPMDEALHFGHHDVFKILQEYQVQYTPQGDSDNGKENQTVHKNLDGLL
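hKGA in 45 mM KH2PO4 (pH 8.2), 0.02% Tween-20 with compound, then 1mM L-Glutamine (stock as added) plus glutamate oxidase/HRP/Amplex red coupling mix. Fluorescence read initially and after 30 min at RT; signal change reflects glutamate formation.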
PGK inhibitor – T. brucei PGK inhibition. PGK/GAPDH coupled, Kinase-Glo luminescence, 60 min. Potency, µM (top dose mostly 57.5 µM), for the others: at the top dose activity change, negative = inhibition, actives largely listed as inhibitors. 380,000 compounds, 0.043% hits. P07378; also: potency is read from the fitted curve at half-maximal effect; % is scaled to controls: 0 for no effect and ±100 for the full control effect; nearly all actives have a fitted effect of over 60% in size
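Luminescent ATP detection (Kinase-Glo Plus) follows a 60-minute room-temperature incubation, with wells lacking PGK as controls. Buffer: 100 mM TEA (pH 7.6), 5 mM MgCl2, 0.01% Tween-20. Coupling enzyme GAPDH (100 nM final) supplies unstable 1,3-BPG in-well.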
An asterisk follows results filed as active; i = inactive; ? = inconclusive; . = not tested or not shown; [ ] = dose if it differs, or a comment. Unless noted, calls follow the shape of the dose curve; as a rule, active = well fitted curve in the direction sought with a large enough effect; inconclusive = small, poorly fitted or top-dose-only effect, or another doubt; inactive = no such curve, though single readings can be large; an effect the other way counts as inactive or inconclusive. Only part of the results is shown, so the mix of outcomes need not match the whole.

SMILES	IDH1 R132H inh	TrxR1 substrate	Pin1 inh	USP1-UAF1 inh	PI4K2A inh	HP1b chromo inh	rTrxR1 inhibitor	GLS inh	PGK inhibitor
Cc1cc(C)cc(NC(=O)c2cnn(-c3ccccc3)c2C2CCNCC2)c1	9%	-1%	-2%	-5%	-5	18%	7%	8%	i
COc1ccc(-n2c(SCC(=O)N3CCCCC3C)nnc2-c2cccnc2)cc1 (configuration not stated)	0%	10%[57.1 µM]	-12%	-16%	1	58%	5%[11.4 µM]	-4%	4%
CN(CC(=O)NC(=O)NC1CCCCC1)CC(=O)Nc1ccc(Cl)cc1	-1%	-3%	-3%	-21%	-7	32%	15%	-2%	-7%
Cc1nc(N2CCCCC2)c2c(C)c(C(=O)Nc3ccc4c(c3)OCCO4)sc2n1	6%	8%	2%	-19%	-5	6%	38%	-3%	-4%
CCOc1ccc(S(=O)(=O)N2CCN(C(=O)c3cc([N+](=O)[O-])ccc3N3CCOCC3)CC2)cc1	0%	-5%	-2%	-4%	-1	13%	18%	12%	-2%
Cc1noc(C)c1CSc1nc2[nH]ncc2c(=O)n1-c1ccccc1	11%	16%	0%	-1%	1	15%	32%[activator]	50%[activator]	-9%
O=C(CCNC(=O)c1ccccc1Cl)Nc1ccc(Br)c(C(F)(F)F)c1	-15%	3%	-4%	-20%	1	23%	26%	-4%	-3%
O=C(c1cccc(S(=O)(=O)N2CCCC2)c1)N1CCN(S(=O)(=O)c2cccc(Cl)c2)CC1	-19%	-7%	1%	-6%	5	13%	13%	-5%	-1%
COc1ccc(Br)cc1-c1nc(CCl)cs1	-4%	-2%	-1%	-17%	-3	200%[activator]	-7%	6%	4%
Cn1c(SCCOc2cccc(Cl)c2)nnc1-c1ccncc1	0%	-6%[57.1 µM]	0%	-19%	-6	-5%	18%[57.1 µM]	-4%	i
Cc1cccc(OC(C)c2ccnc3nc(/N=C/N(C)C)nn23)c1 (configuration not stated)	3%	52%[activator]	3%	-2%	-11	7%	12%	-17%	-1%
CN1C(=O)C(O)(CC(=O)c2cccc(-n3cccc3)c2)c2ccccc21 (configuration not stated)	4%	2%[57.1 µM]	-1%	-2%	7	?	-23%[57.1 µM]	2%	-9%
COc1ccccc1C(=O)C1CCCN(C(=O)c2ccccc2C(C)=O)C1 (configuration not stated)	9%	3%	-9%	-12%	7	26%	4%	-3%	-4%
COc1cccc(CN(C)C(=O)c2cc(COc3ccc4ncccc4c3)on2)c1	4%	5%[57.1 µM]	?	-8%	8	32%	21%[57.1 µM]	0%	i
CN(C)S(=O)(=O)c1ccc(C(=O)Nc2ccn(C)n2)cc1	0%	0%	-5%	-1%	-2	5%	12%	-5%	-2%
CC(C)(C)C(=O)/C=C/c1ccc(Oc2ccccc2)cc1	3%	-6%	?	-11%	0	123%[activator]	13%[57.1 µM]	-2%	i
COc1ccc(/C=N/Nc2ccccc2)cc1Cn1nc(C)c([N+](=O)[O-])c1C	2%	11%[57.1 µM]	11%	-19%	1	20%	20%[57.1 µM]	12%	i
CCOc1ccc(-c2nc3c(s2)CCc2onc(-c4ccc(OC)cc4)c2-3)cc1	8%	4%	-1%	-28%	2	39%[activator]	24%	1%	-3%
CN(Cc1ccccc1)S(=O)(=O)c1ccccc1Br	28%	-2%	3%	-20%	-5	93%[activator]	18%	-1%	-4%
CCOC(=O)c1sc(NC(=O)CCc2ccc(OC)cc2)nc1C	2%	9%	8%	-20%	-19	-2%	27%	8%	-8%

Looked up one by one from the entries so far, 4 records:
SMILES	IDH1 R132H inh	TrxR1 substrate	Pin1 inh	USP1-UAF1 inh	PI4K2A inh	HP1b chromo inh	rTrxR1 inhibitor	GLS inh	PGK inhibitor
CCOc1ccc(-c2nc3c(s2)CCc2onc(-c4ccc(OC)cc4)c2-3)cc1	8%	4%	-1%	-28%	2	39%[activator]	24%	1%	-3%
CC(C)(C)C(=O)/C=C/c1ccc(Oc2ccccc2)cc1	3%	-6%	?	-11%	0	123%[activator]	13%[57.1 µM]	-2%	i
COc1ccc(/C=N/Nc2ccccc2)cc1Cn1nc(C)c([N+](=O)[O-])c1C	2%	11%[57.1 µM]	11%	-19%	1	20%	20%[57.1 µM]	12%	i
COc1ccccc1C(=O)C1CCCN(C(=O)c2ccccc2C(C)=O)C1 (configuration not stated)	9%	3%	-9%	-12%	7	26%	4%	-3%	-4%

Remaining list, next part.
SMILES	IDH1 R132H inh	TrxR1 substrate	Pin1 inh	USP1-UAF1 inh	PI4K2A inh	HP1b chromo inh	rTrxR1 inhibitor	GLS inh	PGK inhibitor
N#CCc1nc(-c2cc3ccccc3oc2=O)cs1	-6%	55%[activator]	16%	-4%	2	39%[activator]	0%	6%	-4%
COc1cc(C(=O)N2CCCN(C)CC2)cc(OC)c1C	6%	6%	-5%	-9%	2	23%	2%	2%	-2%
Cc1cc(=O)n2nc(N3CCC(C(=O)NCc4ccco4)CC3)sc2n1	-7%	-9%	-1%	-2%	2	47%[activator]	-6%	4%	-10%
CCc1cccc(C)c1NC(=O)c1ccc2c(c1)CCN2S(=O)(=O)CC	-2%	-7%	-17%	-6%	-2	-2%	?	-8%	-5%
CCc1ccc(Nc2ncnc3c2cnn3-c2cc(Cl)ccc2C)cc1	0%	-4%[57.1 µM]	7%	-11%	0	27%	1%[57.1 µM]	-7%	-7%
CC(c1ccccc1)N1CCN(C(=O)CCl)CC1 (configuration not stated)	-3%	3%	-1%	-19%	2	43%[activator]	16µM*	-5%	8%
Cc1ccc(CN2CCN(Cc3ccc(OCCO)cc3)CC2CCO)o1 (configuration not stated)	5%	4%	-1%	-9%	-4	0%	7%	0%	-1%
CCN(CC(=O)Nc1ccc(OC)cc1)C(=O)C1CC(=O)N(Cc2ccccc2)C1 (configuration not stated)	0%	.	.	-2%	-2	.	.	0%	2%
CCC(=O)c1ccc(OCC(=O)Nc2cc(S(=O)(=O)N3CCCCC3)ccc2N2CCN(CC)CC2)cc1	7%	11%[57.1 µM]	3%	-6%	-6	-9%	8%	15%	-6%
CC(=O)N1CCc2ccc(NC(=O)c3c(-c4c(Cl)cccc4Cl)noc3C)cc21	-2%	11%[57.1 µM]	-7%	-11%	-2	5%	10%[57.1 µM]	1%	0%
COc1ccc(NC(=O)C/C(C)=N/NC(=O)c2ccccn2)c(OC)c1	-2%	7%[57.1 µM]	3%	-20%	-2	110%[activator]	3%[57.1 µM]	3%	8%
CC(=O)[C@@H]1[C@@H](C(=O)c2ccc(F)cc2)[C@]2(C(=O)Nc3ccccc32)[C@H]2C=Cc3cc(F)ccc3N12	-5%	-1%	4%	-13%	-1	?	-32%	?	-2%
O=C(CSc1nnc(CNC(=O)c2ccccc2)o1)NCc1ccc(F)cc1	6%	-1%	-8%	-3%	-3	3%	2%	-1%	-12%
O=C(NCCc1ccccc1)c1ccc2c(c1)N(Cc1ccccc1)CCS2	5%	25%	-3%	-9%	0	17%	-10%	10%	-7%
CCC/C(=N\NC(=O)C1CC1)c1ccc(Br)cc1	4%	1%	-2%	-10%	13	31%	14%	-5%	-2%
CCn1c(=O)c(C(=O)Nc2cccnc2)c(O)c2ccccc21	1%	2%	-5%	-3%	-1	31%[activator]	3%	4%	3%[11.5 µM]
COc1cc2nc(=S)n3[nH]c(COc4ccccc4C)nc3c2cc1OC	2%	-13%	7%	-5%	0	21%	?	-14%	-7%
COc1ccc2c(CC(=O)NNC(=O)c3cccs3)coc2c1	-3%	1%	5%	-18%	0	19%	-1%	2%	-5%
COc1ccc(NC(=O)CCN(c2ccc(OC)cc2)S(=O)(=O)c2ccc(C)c(C)c2)cc1	-3%	-6%	-1%	-4%	0	10%	6%	9%	11%
O=[N+]([O-])c1ccc(Cl)cc1CN1CCCCCC1	-5%	-9%	0%	-8%	4	?	0%	-24%	-3%
O=C(/C=C/c1cccs1)c1ccc(N2CCOCC2)cc1	2%	-2%[57.1 µM]	7%	-17%	-26	18%	-10%[57.1 µM]	-5%	9%
CCOc1ccc(C)cc1S(=O)(=O)n1nc(C)cc1C	7%	-5%	-8%	-24%	-2	17%	0%	-8%	i
Cc1cccc(Oc2ccc(Cl)cc2N)c1	-3%	-10%[57.1 µM]	2%	-22%	-2	52%[activator]	-6%[57.1 µM]	-2%	i
Cc1ccc(NC(=O)Nc2cccc(C(F)(F)F)c2)nc1	-1%	6%[57.1 µM]	28%	-2%	0	21%	9%[57.1 µM]	0%	4%
CCc1ccc(NC(=O)C(=O)NCc2ccccn2)cc1	0%	5%[57.1 µM]	-3%	3%	-5	31%	6%[57.1 µM]	-1%	-6%
O=C(O)c1c(Cl)c(Cl)c(Cl)c(Cl)c1C(=O)N1CCCCCC1	7%	7%[57.1 µM]	-9%	-19%	4	6%	-7%[57.1 µM]	-3%	-7%

Assay outcomes deposited in PubChem by National Center for Advancing Translational Sciences (NCATS).
